Bioassay records (PubChem)
eIF4E 4G PPI – eIF4E–eIF4G protein interaction inhibitors, primary screen, biochemical, uHTS, TR-FRET, eIF4GI fragment | Eukaryotic translation initiation factor 4E (Mus musculus) + Eukaryotic translation … | 0.37% of 220,000 active | TR-FRET eIF4E-eIF4GI(517-606) binding, 2 h | inhibition, % at 21.7 µM | AID 782, 2007;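 active = inhibition above about 30%, limit read from the data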;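 also: 0% = full FRET control wells and 100% = background wells lacking eIF4GI fragment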
PGE2 EP2 inh – human EP2 receptor antagonists, primary screen, TR-FRET cAMP, C6 glioma cells; C6 glioma cells expressing human EP2; cells stimulated with saturating PGE2; inhibition, % at 25 µM; 0.52% of 260,000 active;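 active = percent inhibition above 40 after rounding to a whole number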;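 also: rat C6 glioma host cells with rolipram phosphodiesterase inhibitor present; the protocol text gives 20 µM as final concentration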
Hck-Nef inh – inhibitors of Nef-activated human Hck kinase, primary screen, biochemical, Z-Lyte FRET, 384-well, Hck-YEEI; Tyrosine-protein kinase HCK (Homo sapiens), P08631; 0.68% of 220,000 active; Recombinant Hck-YEEI plus Nef, Z-Lyte FRET kinase assay; inhibition, % at 20 µM;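 active = Hck-Nef kinase inhibition above about 50%, limit read from the data; inactive = inhibition below that limit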;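 also: 0% = DMSO with Hck plus Nef and 100% = Hck alone without Nef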
Target sequence (P08631 whole entry, looked up): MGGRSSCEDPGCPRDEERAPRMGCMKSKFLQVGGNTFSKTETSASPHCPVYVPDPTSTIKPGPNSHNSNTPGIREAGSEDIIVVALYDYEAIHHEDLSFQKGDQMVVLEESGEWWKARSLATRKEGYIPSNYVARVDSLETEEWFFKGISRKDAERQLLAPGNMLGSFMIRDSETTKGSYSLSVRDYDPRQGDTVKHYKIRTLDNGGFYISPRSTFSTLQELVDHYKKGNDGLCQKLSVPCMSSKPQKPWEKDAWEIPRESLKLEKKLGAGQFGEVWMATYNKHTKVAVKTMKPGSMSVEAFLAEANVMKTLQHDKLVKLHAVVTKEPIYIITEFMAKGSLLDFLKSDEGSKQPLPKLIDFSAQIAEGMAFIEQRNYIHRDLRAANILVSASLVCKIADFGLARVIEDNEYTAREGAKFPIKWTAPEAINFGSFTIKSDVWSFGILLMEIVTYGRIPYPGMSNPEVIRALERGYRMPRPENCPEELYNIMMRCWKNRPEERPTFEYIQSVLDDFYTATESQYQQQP
Calpain2 inh – inhibitors of pig calpain II, primary screen, biochemical, fluorogenic peptide substrate, 1536-well; 0.37% of 220,000 active; AID 1236, 2008; purified calpain II, 30 min; inhibition, % at 16 µM;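 active = inhibition above about 50%, limit read from the data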
14-3-3 Bad PPI – inhibitors of 14-3-3 zeta/Bad binding, primary screen, biochemical, TR-FRET, bovine 14-3-3 zeta | inhibition, % at 21.7 µM | AID 781, 2007 | TR-FRET 14-3-3zeta/Dy647-pBad peptide displacement, 1 h | 14-3-3 protein zeta/delta (Bos taurus), P63103 | 0.71% of 220,000 active;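 active = inhibition above about 70%, limit read from the data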;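 also: 0% = full 14-3-3 plus peptide FRET controls and 100% = background without 14-3-3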
Rad51 HR inh – human RAD51 strand exchange inhibitors, primary screen, biochemical, fluorescence. hRad51 DNA strand exchange, fluorescence dequenching. inhibition, % at 10 µM. DNA repair protein RAD51 homolog 1 (Homo sapiens), Q06609. 0.085% of 200,000 active;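 active = inhibition above 40% at the single screening dose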;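 also: 0% = DMSO control wells and 100% = blanks with heterologous ssDNA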
Target sequence (Q06609 whole entry, looked up): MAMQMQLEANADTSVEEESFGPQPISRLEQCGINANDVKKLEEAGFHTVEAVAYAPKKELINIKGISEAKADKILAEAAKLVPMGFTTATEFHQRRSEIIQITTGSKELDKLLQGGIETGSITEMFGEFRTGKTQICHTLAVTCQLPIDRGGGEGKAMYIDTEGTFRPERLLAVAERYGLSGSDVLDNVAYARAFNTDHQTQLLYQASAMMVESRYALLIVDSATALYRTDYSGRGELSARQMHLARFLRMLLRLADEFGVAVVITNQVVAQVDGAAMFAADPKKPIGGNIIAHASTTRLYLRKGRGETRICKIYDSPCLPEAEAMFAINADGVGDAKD
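Test system – preformed human Rad51 ssDNA filaments · Reagent – Donor/quencher-labelled 47-bp dsDNA substrate · Incubation – 37 °C 15-min filament assembly, 30-min compound preincubation, 15-min exchange · Signal – FRET fluorescence dequenching, excitation 485 nm, emission 520 nm · Read-out – percent inhibition from fluorescence, normalised to plate control and blank means · Benchmarks – plate control and blank wells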
zVAD death inh – inhibitors of zVAD-triggered necroptosis, primary screen, L929 cells. L929 zVAD necroptosis rescue, ATP luminescence, 24 h; with zVAD 60 µM. viability rescue, % at 10 µM. 0.38% of 220,000 active. AID 1377, 2008;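 active = activation, scaled between plate controls, above about 75%, limit read from the data; inactive = activation under that limit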;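 also: 0% = zVAD with DMSO and 100% = DMSO alone without zVAD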
Tb hexokinase – Trypanosoma brucei hexokinase 1 inhibitors, primary screen, biochemical, G6PDH-coupled NADH absorbance, MLSCN library; 0.11% of 220,000 active; inhibition, % at 10 µM; AID 1430, 2008; recombinant TbHK1, G6PDH-coupled NADH A340; hexokinase 1 [Trypanosoma brucei];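 active = inhibition of 50% or more in the single-dose primary screen; inactive = inhibition below 50%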
EP2 mod – EP2 receptor modulators, cAMP readout, primary screen, cell-based, HTRF cAMP, PGE2 stimulation | Prostaglandin E2 receptor EP2 subtype (Homo sapiens), P43116 | EP2-expressing cells, cAMP HTRF FRET, PGE2 co-stimulation | induction, % at 25 µM | 0.83% of 260,000 active | AID 940, 2007;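 active = compounds whose cAMP rise, as percent of the full-agonist control response, exceeds 60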;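 also: rat C6 glioma line stably carrying human EP2 under a CMV promoter; the protocol text gives 20 µM as final concentration; 100% = response of wells given 1 µM PGE2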
* marks the source's active call; other numbers are inactive results; x = not tested or not shown; [ ] = remark or other dose.

SMILES	eIF4E 4G PPI	PGE2 EP2 inh	Hck-Nef inh	Calpain2 inh	14-3-3 Bad PPI	Rad51 HR inh	zVAD death inh	Tb hexokinase	EP2 mod
O=C(/C=C/c1ccc([N+](=O)[O-])cc1)NCCSc1ccccc1	-6.3	6.4	1.3	56.6*	-2.1	3.5	-0.1	-16.3	-8.3
O=C(c1cc(-c2cccs2)nc2ccccc12)N1CCN(c2ccccc2)CC1	6.7	7.0	10.7	-15.0	-5.1	-9.7	0.5	-10.8	-15.3
O=C1c2ccccc2NC(c2ccccc2)N1c1ccc(O)cc1 (stereo not given)	2.9[fluorescence artefact?]	1.8	2.7	-44.1	3.5	3.0	3.0	-6.5	4.3
O=C(CC1(O)C(=O)N(Cc2ccccc2Cl)c2ccccc21)c1ccco1 (stereo not given)	-0.8[fluorescence artefact?]	5.6	0.6	-12.5	-6.1	4.2	0.8	2.2	-18.8
CC1CN(c2ccccc2)C(=O)CS1 (stereo not given)	-5.0	12.9	8.1	-34.7	-0.5	0.3	-0.1	7.6	-3.5
O=C(/C=C/c1ccco1)Oc1cc(Br)cc(/C=N/NC(=O)c2ccccc2O)c1	14.6	9.1	1.9	-137.1	5.0	2.1	12.9	-3.2	-60.2
COc1ccccc1OC(=O)c1ccc(SC)cc1OC	4.3	8.8	2.4	-40.1	3.5	5.9	0.9	-1.5	8.0
COc1cc(CNCCNC(=O)c2nonc2N)ccc1OCc1ccc(Cl)cc1	1.8	6.6	17.0	-10.9	3.1	-4.5	4.2	5.6	-88.8
Cc1cc(-c2nnc(CCC(=O)N(C)CCc3ccccc3)o2)no1	-0.2	2.7	7.6	22.6	-1.0	-4.3	-0.7	1.8	12.6
CCN(C(=O)COC(=O)c1cc(S(=O)(=O)N2CCOCC2)c(Cl)cc1Cl)C1CCS(=O)(=O)C1 (stereo not given)	0.4	0.1	-0.4	6.3	-9.9	16.9	-1.6	-3.4	19.9
CC(=O)c1cccc(NC(=O)CSc2nnc(-c3ccc(S(=O)(=O)N4CCCC4)cc3)o2)c1	-16.9	7.3	3.7	11.9	23.0	-2.9	0.6	-1.1	6.0
Cc1ccc(NC(=O)CC2SCCNC2=O)cc1[N+](=O)[O-] (stereo not given)	-0.9	6.5	8.9	-2.0	0.3	-2.3	0.1	-13.4	11.0
CCCCc1nnc(NC(=O)C(C)Sc2nc(O)c(Cc3ccccc3)c(=O)[nH]2)s1 (stereo not given)	0.6	2.2	-9.2	10.3	-5.6	4.4	0.5	9.6	20.1
CC(C)(O)C1=NOC(c2ccccc2)C1 (stereo not given)	7.0[fluorescence artefact?]	6.7	0.4	13.1	5.0	0.7	0.5	-4.4	-1.4
Nc1ccccc1SC1CC(=O)N(c2ccc3c(c2)OCO3)C1=O (stereo not given)	-0.1	4.9	9.2	27.3	5.8	11.0	1.0	-3.4	-18.1
COC(=O)c1cccc(NC2CC(=O)N(c3ccc(OC)c(OC)c3)C2=O)c1 (stereo not given)	-1.9	6.9	-11.7	-77.3	-5.0	0.6	0.2	4.1	4.4
CCOC(=O)c1ccc(NC(=S)N(CCN(C)C)Cc2cccs2)cc1	1.2	-0.2	4.9	32.5	-7.9	7.9	1.1	1.0	-3.8
COc1ccc(-c2[nH]ncc2C2N=C(N)Nc3nc4ccccc4n32)cc1 (stereo not given)	-3.1	1.9	-7.0	38.5	-0.8	-7.5	-1.0	13.3	2.2
COC(=O)C1=C(C)NC(=O)CC1c1ccccc1F (stereo not given)	2.7	11.8	2.7	-2.6	10.0[fluorescence artefact?]	1.4	-0.1	3.6	15.3
CCCCNC(=S)N(C)/N=C/c1ccc2c(c1)OCO2	0.9	4.7	0.5	33.8	-7.5	-2.9	0.6	-21.3	43.4
CCCOc1c(Cl)cc(C(=O)NC)cc1OC	0.7	4.4	-11.3	-16.3	-7.2	8.3	1.5	-3.3	4.9
CCOc1ccc(C(=O)NCC(=O)OCC(=O)N2C(C)CCCC2C)cc1 (stereo not given)	0.0	9.2	0.8	-5.0	3.5	0.9	0.0	-3.4	14.2
Cc1cccc(NC(=S)NC(=O)c2cccs2)n1	4.8	10.9	1.4	-5.7	2.2	1.2	-0.1	-6.7	14.0
C=CCn1c(C(CC)CC(C)(C)O)n[nH]c1=S (stereo not given)	-5.8	4.5	10.1	20.9	-10.5	-5.4	-0.5	3.9	-7.7

Some of the entries above in a different format:
Molecule | eIF4E 4G PPI | PGE2 EP2 inh | Hck-Nef inh | Calpain2 inh | 14-3-3 Bad PPI | Rad51 HR inh | zVAD death inh | Tb hexokinase | EP2 mod
CCCOc1c(Cl)cc(C(=O)NC)cc1OC | 0.7 | 4.4 | -11.3 | -16.3 | -7.2 | 8.3 | 1.5 | -3.3 | 4.9
COC(=O)c1cccc(NC2CC(=O)N(c3ccc(OC)c(OC)c3)C2=O)c1 (stereo not given) | -1.9 | 6.9 | -11.7 | -77.3 | -5.0 | 0.6 | 0.2 | 4.1 | 4.4
CCOC(=O)c1ccc(NC(=S)N(CCN(C)C)Cc2cccs2)cc1 | 1.2 | -0.2 | 4.9 | 32.5 | -7.9 | 7.9 | 1.1 | 1.0 | -3.8
COc1ccc(-c2[nH]ncc2C2N=C(N)Nc3nc4ccccc4n32)cc1 (stereo not given) | -3.1 | 1.9 | -7.0 | 38.5 | -0.8 | -7.5 | -1.0 | 13.3 | 2.2
CCCCc1nnc(NC(=O)C(C)Sc2nc(O)c(Cc3ccccc3)c(=O)[nH]2)s1 (stereo not given) | 0.6 | 2.2 | -9.2 | 10.3 | -5.6 | 4.4 | 0.5 | 9.6 | 20.1

Additional results.
SMILES	eIF4E 4G PPI	PGE2 EP2 inh	Hck-Nef inh	Calpain2 inh	14-3-3 Bad PPI	Rad51 HR inh	zVAD death inh	Tb hexokinase	EP2 mod
Cc1ccn(CCC(=O)N2CCCC(CCC(=O)N3CCN(c4ccccn4)CC3)C2)n1 (stereo not given)	8.7	4.4	-0.2	-20.2	-8.8	17.7	-0.2	1.5	15.5
S=C(N/N=C/c1ccc2c(c1)OCO2)NC1CC2CCC1C2 (stereo not given)	0.7	25.5	-12.5	30.9	-7.2	-8.0	-0.5	-7.0	-27.0
COc1ccc2nc(C)cc(SCC(=O)NNC(=O)COc3ccc(C)cc3)c2c1	1.3	3.6	-0.8	-7.9	-1.0	9.2	0.1	3.1	26.7
Cc1ccccc1/C=N/NC(=O)CSc1nc2ccccc2o1	0.6	8.0	8.1	-8.4	-8.9	-37.1	x	-4.5	5.9
COC(=O)c1cccc(NC(=S)N2CCN(c3ccccc3F)CC2)c1	1.2	3.8	8.8	27.2	-1.0	x	-0.9	-1.7	-38.0
O=C1CCC/C1=C\Nc1ccc(Cl)c([N+](=O)[O-])c1	-6.4	12.3	13.4	13.4	-7.5	1.7	0.8	-65.6	-45.5
COc1cccc2cc(C(=O)NNC(=O)c3ccc(Br)cc3)c(=O)oc12	14.2	4.2	18.9	43.2	59.4	-7.3	0.1	1.5	-35.6
COC(=O)c1ccc(C)c(NC(=O)CN(c2ccccc2)S(=O)(=O)N(C)C)c1	0.2	2.4	-17.8	16.6	-4.6	-8.7	-0.8	10.4	-6.0
CS(=O)(=O)N(CC(=O)Nc1ccccc1-c1ccccc1)c1ccccc1	3.8	12.2	-18.1	14.5	-11.1	-20.6	0.7	9.7	33.6
C#CCOCCOCCOCCNc1nc(N2CCOCC2)nc(N2CCN(C(=O)[C@H](Cc3cc4ccccc4[nH]3)n3cc([C@@H](N)C(C)CC)nn3)CC2)n1 (stereo not given in full)	2.2	-3.9	-2.8	16.3	5.7	-7.6	-0.9	1.8	-2.6
CC(NC(=O)C1CCCO1)c1ccccc1 (stereo not given)	-23.9	14.8	3.0	-0.2	-3.5	0.6	0.0	0.3	21.9
O=[N+]([O-])c1ccc(Oc2cccc(C(F)(F)F)c2)nc1	1.4	6.8	15.8	-18.7	6.5	12.8	-0.2	-7.3	42.1
CCCN1CCN(CCCNC(=O)Cn2ncc3c4ccccc4n(C)c3c2=O)CC1	0.5	15.8	13.0	-20.2	3.7	4.4	2.3	-10.8	25.2
Cc1cc(NC(=O)Cn2nc(C)c([N+](=O)[O-])c2C)no1	-9.2	2.5	-8.9	15.0	-9.8	-1.4	3.7	-1.2	9.4
O=C1CC(=C(c2ccccc2)c2ccccc2)C(=O)N1CCCCN1CCN(c2ccccc2)CC1	7.2	11.4	5.5	12.1	76.2*	-6.2	0.7	-12.0	30.2
N#Cc1c(Nc2ccccc2)sc(C(=O)C2CC2)c1N	0.4	9.1	-0.1	-13.0	0.4[fluorescence artefact?]	3.1	1.6	3.8	-2.1
O=C(C1CC1)N1CCc2cc(Br)cc(S(=O)(=O)N3CCOCC3)c21	2.2	18.6	0.4	-24.3	-9.1	1.4	-0.4	4.8	16.0
CC1(C)Cc2c(sc3nc4n(-c5ccccc5)c(=O)c(CCC(=O)O)nn4c(=O)c23)CO1	-1.9	5.5	12.6	-2.7	-8.4	-1.2	0.7	-8.6	4.6
CN(C(=O)CCN1C(=O)C(C)(C)Nc2ccccc21)c1ccccc1	-5.3	11.8	5.0	13.6	-11.2	-4.4	0.5	-2.4	-0.2
COc1ccc(OCC(O)COc2ccc(OC)cc2)cc1	-3.5	8.0	5.0	4.7	9.4	-0.7	3.5	4.0	9.0
CCO[C@H]1OC(C(=O)N2CCN(C)CC2)=C[C@@H](C)[C@@H]1CCCO	4.8	12.2	-2.5	3.5	-8.7	4.5	-0.4	6.1	-9.8
CCOC(=O)CC1Sc2ccccc2NC1=S (stereo not given)	1.6	8.6	-21.6	24.3	-6.0	-9.8	-1.0	-24.8	-18.4
Cc1occc1-c1nnc(SCC(=O)c2ccc(F)cc2)n1Cc1ccco1	10.9	8.6	1.0	-105.6	10.5	-1.9	-0.3	3.3	4.7
Cc1ccc(N(CC(=O)N2CCc3ccccc32)C2=NC(=O)CS2)cc1	-4.1	4.9	-0.5	11.0	-9.1	1.3	0.5	8.6	0.1
Cc1ccc(C(=O)CC2(O)C(=O)N(Cc3ccc4c(c3)OCO4)c3ccccc32)cc1 (stereo not given)	5.9	11.5	0.2	-29.1	12.9	-0.7	0.2	4.4	42.5
O=C(CSc1nnnn1C1CCCCC1)NCc1cccs1	-0.3	4.8	-9.7	-12.6	-10.5	16.9	1.0	-0.2	0.1
NC(=O)Cc1ncc(C(F)(F)F)cc1Cl	0.4	3.5	3.8	-12.0	-3.8	x	-0.3	-6.7	17.9
CC(C)(C)OC(=O)NCCC(=O)N/N=C/c1cccc2cccnc12	-3.1	13.2	20.3	-8.2	-3.0	8.1	1.2	-19.2	-5.0
CCN(CC)S(=O)(=O)c1ccc(S(=O)(=O)N2CCN(CCC#N)CC2)cc1	4.5	9.8	-4.5	5.3	5.2[fluorescence artefact?]	-3.6	0.2	-0.6	-4.2

An excerpt. The share of hits here may be higher or lower than overall.
